Compound activity deposited in PubChem BioAssay by National Center for Advancing Translational Sciences (NCATS).
POLH inh: DNA polymerase eta (human) inhibition | recombinant Pol eta, fluorescent DNA replication assay | Q9Y253 | hit rate 1.2% among 390,000 | Potency, µM (series often up to 114 µM), inactives show at the top dose activity change, negative = inhibition, usual class: inhibitors; note: potency is the fitted concentration of half-maximal effect; % is set by controls: 0 for no effect and ±100 for the full control effect
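Pol eta at 10 nM preincubated with compounds 15 min at room temperature; reaction started with fluorescent substrate (50 nM final) and read kinetically at 0 and 10 min.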
Apoferritin bind: binds horse apoferritin like a general anesthetic; hit rate 0.074% among 350,000; Potency, µM (series often up to 77.5 µM), inactives show at the highest dose activity change, negative = displacement, actives largely listed as inhibitors; apoferritin/1-aminoanthracene competitive binding, fluorescence; P02791; note: potency is the fitted concentration of half-maximal effect; % is set by controls: 0 for no effect and ±100 for the full control effect; nearly all actives have a fitted effect of over 20% in size
Target sequence (P02791 2-175 limits assumed): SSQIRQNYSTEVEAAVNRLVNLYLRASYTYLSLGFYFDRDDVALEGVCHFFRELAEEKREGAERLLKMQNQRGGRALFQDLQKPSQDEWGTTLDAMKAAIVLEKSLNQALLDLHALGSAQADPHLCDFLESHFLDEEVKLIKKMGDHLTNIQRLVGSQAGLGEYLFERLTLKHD
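Concentration-response curves derived by four-parameter Hill fitting of normalized fluorescence, where compounds displaced 1-AMA from 10 uM horse apoferritin following a brief 10 min room-temperature incubation; propofol titration acted as positive control.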
RXFP1 antagonist: RXFP1 (human) relaxin receptor antagonism | Q9HBX9 | HEK293-RXFP1, relaxin-stimulated cAMP HTRF, 30 min; hits give low values | activity change, negative = inhibition, % at 57.5 µM | hit rate 0.59% among 350,000 | AID 1259400;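 active = activity change of -60% or lower, but not beyond a set lower limit; inconclusive = change between -60% and -40%, or beyond the set limit; inactive = change above -40%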; note: % is set by controls: 0 for no effect and ±100 for the full control effect
APE1 inh: blocks human APE1 abasic DNA cleavage | P27695 | recombinant APE1, TAMRA/BHQ-2 abasic DNA cleavage fluorescence | Potency, µM (series often up to 65.8 µM), inactives show at the top dose activity change, negative = inhibition, hits mostly inhibitors | hit rate 0.35% among 350,000 | AID 2517;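 note: potency is the fitted concentration of half-maximal effect; plate controls were vehicle for no effect and reference inhibitor for full effect; nearly all actives have a fitted effect of over 55% in size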
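APE1 at 0.75 nM preincubated 15 min at room temperature with compound. Reaction then started with 50 nM double-stranded THF-abasic substrate labelled with TAMRA/BHQ-2, and 525/598 nm fluorescence read kinetically. Activity taken as third-minus-first read difference, normalized to DMSO and NSC13755 controls.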
BLM helicase inh: Bloom syndrome helicase (human) inhibition; P54132; recombinant BLM DNA unwinding, fluorescence dequenching; Potency, µM (doses to about 56.1 µM), without a hit: at the highest dose activity change, negative = inhibition, most hits filed as inhibitors; hit rate 0.2% among 350,000; AID 2528;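 note: potency is the fitted concentration of half-maximal effect; plate controls were vehicle for no effect and no enzyme for full effect; nearly all actives have a fitted effect of over 35% in size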
POLK inh: blocks human DNA polymerase kappa activity; Potency, µM (top dose mostly 107 µM), for the others: top-dose activity, negative = inhibition, hits mostly inhibitors; Q9UBT6; hit rate 0.53% among 400,000; AID 588579; purified Pol kappa, fluorescent DNA synthesis assay, 10 min; note: potency is the fitted concentration of half-maximal effect; % is set by controls: 0 for no effect and ±100 for the full control effect
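Here, compound and 10 nM enzyme are combined for 15 min at room temperature; adding 50 nM substrate (final) starts DNA synthesis, tracked by fluorescence at 0 and 10 min against buffer-only wells.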
PGK inhibitor: blocks T. brucei phosphoglycerate kinase. P07378. PGK/GAPDH coupled, Kinase-Glo luminescence, 60 min. Potency, µM (highest dose often 57.5 µM), inactives show at the highest dose activity change, negative = inhibition, usual class: inhibitors. hit rate 0.043% among 380,000. AID 602233; note: potency is the fitted concentration of half-maximal effect; % is set by controls: 0 for no effect and ±100 for the full control effect; nearly all actives have a fitted effect of over 60% in size
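Luminescent ATP detection (Kinase-Glo Plus) follows a 60-minute room-temperature incubation, with wells lacking PGK as controls. Buffer: 100 mM TEA (pH 7.6), 5 mM MgCl2, 0.01% Tween-20. Coupling enzyme GAPDH (100 nM final) supplies unstable 1,3-BPG in-well.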
Pol beta inh: inhibitors of human DNA polymerase beta. P06746. Pol beta primer extension/strand displacement, fluorescence kinetic. Potency, µM (highest dose often 114 µM), inactives show at the highest dose activity change, negative = inhibition, most hits filed as inhibitors. hit rate 1.3% among 340,000. AID 485314; note: potency is the fitted concentration of half-maximal effect; % is set by controls: 0 for no effect and ±100 for the full control effect
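Pol beta (10 nM) and compounds were preincubated 15 min at room temperature, then 50 nM substrate (final) started primer extension/strand displacement. Reads were taken at 0 and 10 min; concentration-response data were fitted to a four-parameter Hill equation.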
POLI inh: inhibitors of human DNA polymerase iota; Q9UNA4; Pol iota fluorescent replication assay, 10 min; Potency, µM (titrated, usually from 115 µM), inactives show top-dose activity, negative = inhibition, actives largely listed as inhibitors; hit rate 1% among 390,000; note: potency is the fitted concentration of half-maximal effect
Target sequence (Q9UNA4 whole entry, looked up): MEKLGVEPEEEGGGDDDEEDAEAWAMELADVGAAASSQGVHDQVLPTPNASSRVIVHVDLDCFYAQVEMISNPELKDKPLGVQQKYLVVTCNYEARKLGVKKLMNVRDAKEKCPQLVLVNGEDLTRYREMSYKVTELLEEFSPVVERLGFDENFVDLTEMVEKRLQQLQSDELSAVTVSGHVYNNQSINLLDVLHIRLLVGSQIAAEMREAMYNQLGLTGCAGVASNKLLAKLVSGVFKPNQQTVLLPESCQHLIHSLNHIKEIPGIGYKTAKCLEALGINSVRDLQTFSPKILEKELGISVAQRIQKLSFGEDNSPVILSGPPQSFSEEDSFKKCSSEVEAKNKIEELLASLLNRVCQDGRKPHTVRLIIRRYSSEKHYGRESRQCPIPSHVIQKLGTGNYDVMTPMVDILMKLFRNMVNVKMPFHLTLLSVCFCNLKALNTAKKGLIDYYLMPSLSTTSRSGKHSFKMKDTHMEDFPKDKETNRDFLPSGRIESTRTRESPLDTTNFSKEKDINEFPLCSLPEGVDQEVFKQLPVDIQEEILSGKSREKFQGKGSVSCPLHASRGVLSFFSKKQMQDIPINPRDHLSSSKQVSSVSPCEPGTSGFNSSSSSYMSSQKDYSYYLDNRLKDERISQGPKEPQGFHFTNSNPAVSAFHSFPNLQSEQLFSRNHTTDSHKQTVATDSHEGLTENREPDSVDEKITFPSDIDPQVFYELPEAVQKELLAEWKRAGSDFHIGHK
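Pol iota at 10 nM preincubated 15 min with compounds at room temperature; reaction started with fluorescent substrate, 50 nM final. Fluorescence read kinetically at 0 and 10 min; buffer-only wells as negative control.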
An asterisk follows results filed as active; i = inactive; ? = inconclusive; . = not tested or not shown; & = joins results of further samples; [ ] = dose if it differs, or a comment. Unless noted, calls come from the whole dose curve; as a rule, active = well fitted curve in the direction sought with a large enough effect; inconclusive = small, poorly fitted or top-dose-only effect, or another doubt; inactive = no such curve, though single readings can be large; an effect the other way counts as inactive or inconclusive. A portion of the library. The share of hits here may be higher or lower than overall.

nr	mol	POLH inh	Apoferritin bind	RXFP1 antagonist	APE1 inh	BLM helicase inh	POLK inh	PGK inhibitor	Pol beta inh	POLI inh
1	CCOc1ccc(CN2CCNC(=O)C2CC(=O)NCc2csc(C)n2)cc1 (stereo not drawn)	-9%	-16%	-11	0%	1%	-14%	11%	15%	7%
2	COCc1cc(C)nc(NCCO)c1C#N	-4%	-13%	-11	3%	-6%	-10%	3%	0%	14%
3	CCOc1ccc(/C=N/Nc2ccccn2)cc1OC	-16%	3%	-25	2%	-2%	-1%	-3%	0%	69%[activator]
4	O=C(NCCC(=O)N1CCCC(C(F)(F)F)C1)c1ccc(Br)cc1 (stereo not drawn)	-4%	-5%	-4	-2%	1%	-4%	i	8%	15%
5	CC(=O)N1CCN(c2ccc(NC(=O)C(c3ccccc3)c3ccccc3)cc2)CC1	-13%	-5%	-21	-11%	-1%	0%	3%	15%	-11%
6	COc1cc(/C=N/Nc2nn3cnnc3c3ccccc23)ccc1O	?	-10%	-20	6%	?	-2%	-26%	50µM*	?
7	Cc1cccc2cc(CN(Cc3nnnn3C3CCCCC3)C3CCCC3)c3nnnn3c12	-7%	0%	-16	-11%	-1%	0%	i	-10%	-10%
8	O=C1OC2(CCCCC2)OC(=O)C1=CNc1nccs1	-9%	-22%	5	1%	-1%	2%	-2%	24%	-10%
9	Cc1ccccc1OCC(=O)Nc1ccc(-c2nc3ccccc3o2)cc1	-9%	0%	.	.	-2%	-9%[60.1 µM]	0%	-10%	18%
10	Cc1nc(NC(=O)/C=C/c2ccccc2)sc1C(=O)Nc1ccccc1Cl	?	-9%	2	1%	-5%	-14%	16%	-4%	-4%
11	O=C(CN1C(=O)NC2(CCCCC2)C1=O)Nc1cc(C(F)(F)F)ccc1N1CCCC1	-13%	.	-18	-6%	.	-13%	-2%	.	21%
12	CC(=O)Nc1nonc1-c1nnc(SCC(=O)Nc2ccc(F)cc2F)n1-c1ccccc1	-6%	-13%	2	.	-3%	-4%	i	4%	17%
13	CN(C)NC(=S)Nc1ccc(Cl)cc1	1%	-8%	-6	-11%	-3%	-5%[60.1 µM]	-11%	2%	2%
14	CCOC(=O)N1CCC(NCCNC(=O)c2ccccc2)CC1	-10%&-9%	5%	10	-10%&-5%	-10%	0%&-12%	-9%&0%	-11%	17%&14%
15	COc1cc(OC)cc(C(=O)NCCS(=O)(=O)N2CCN(Cc3ccccc3)CC2)c1	-15%	.	-19	20%	.	1%	-1%	.	40%[activator]
16	CCOc1ccc(CNC(=O)CCCn2nc(C)c3c(C)n(-c4ccc(C)cc4)nc3c2=O)cc1	-5%&-8%	-9%&-11%	3&7	-16%	-9%&-5%	-13%&2%	0%	?	16%&15%
17	COc1ccc(N(C)S(=O)(=O)c2cccc(C(=O)N3CCN(S(=O)(=O)c4ccc(C)cc4)CC3)c2)cc1	-15%	-12%	8	7%	-3%	-8%	-5%	-2%	61%[activator]
18	Cc1ccc(S(=O)(=O)c2cnc3cc(C)nn3c2N)cc1	3%	2%	5	14%	0%	-8%	1%	57%[activator]	57%[activator]
19	O=C(NCc1ccc(Cl)cc1)C1CCN(S(=O)(=O)c2ccc(N3CCCC3=O)cc2)CC1	0%	-12%	-66*	57%[activator]	-5%	-8%	i	-37%	?
20	NC(=O)C1CCN(c2nc(-c3cccs3)cs2)CC1	1%	.	.	?	.	1%	-1%	.	?
21	NC(=O)c1ccc2c(c1)OCCO2	1%	-10%	9	6%	0%	-15%	-1%	10%	0%
22	CCCCCC(=O)Nc1cccc(C2=NOC3(C2)C[C@H](C(N)=O)N(C(=O)c2ccccc2)C3)c1 (stereo partly drawn)	-7%	-2%	.	-1%	-3%	-15%	-7%	2%	?
23	CCCC(C(=O)NCc1ccco1)N(C(=O)CNS(=O)(=O)c1ccccc1)c1ccccc1OC (stereo not drawn)	-20%	10%	-8	-5%	-7%	-3%	0%	7%	-3%
24	COc1ccc(OC(=O)c2cccc([N+](=O)[O-])c2)c(C(=O)/C=C/c2cccs2)c1	-8%	?	-3	0%	-9%	-11%	-6%	7%	-12%
25	Cc1cc(NC(=O)CN2C(=O)NC(CC(C)C)C2=O)ccc1Br (stereo not drawn)	-5%	.	-4	-7%	.	-9%	3%	.	7%
26	Cc1nnc(SCC(=O)c2ccc(Br)cc2)s1	-12%	?	0	1%	-2%	-3%	12%	6%	-13%
27	Cc1cccc(-c2nc(CS(=O)CC(=O)N3CC(C)CC(C)C3)c(C)o2)c1 (stereo not drawn)	-7%	-7%	20	1%	0%	-3%	5%	6%	12%
28	O=C(O)C1=C[C@H](c2cccs2)C[C@H](OCc2ccc(CO)cc2)O1	-14%	-13%	.	-5%	-3%	-3%	-10%	-13%	22%
29	COc1ccc(/C=C2\C(=O)OCc3cc(OC)c(OC)cc32)cc1OC	-13%	-7%	-10	-3%	1%	-5%	1%	3%	4%
30	O=[N+]([O-])/C=C/c1cn(Cc2ccccc2)c2ccccc12	-14%	?	?	-4%	2%	-6%	9%	-4%	-8%
31	CC(C)(C)OC(=O)NCCCC[C@@H](C(=O)N1CCN(C(=O)OC(C)(C)C)CC1)n1cc(CCC(=O)O)nn1	-17%	-3%	.	27%	-2%	19%	-6%	14%	16%
32	O=C1OC2(c3cc(I)c(O)c(I)c3Oc3c2cc(I)c(O)c3I)c2c(Cl)c(Cl)c(Cl)c(Cl)c21	.	?	.	13µM*	13µM*	7.5µM*	.	.	.
33	CSc1nnc(-c2cnccn2)n1C	-14%	-3%	1	6%	2%	-14%	3%	15%	16%
34	CCOC(=O)c1ccc(N2CCOCC2)c(NC(=O)c2nccnc2C(=O)O)c1	-15%	-1%	3	9%	1%	13%	i	4%	28%
35	Cc1ccc(C(=O)N2CCCC(C(F)(F)F)C2)cc1S(=O)(=O)N1CCOCC1 (stereo not drawn)	-15%	.	-5	25%	.	-27%	-11%	.	-3%
36	c1csc(-c2nc3ccccc3[nH]2)c1	-8%	2%	8	2%	0%	-3%	-2%	0%	0%
37	O=C(CN1C(=O)C(=O)N(Cc2ccco2)C1=O)Nc1ccccc1	20µM*	.	2	-32%	.	-31%	-1%	.	?
38	O=C(CN1CCN(Cc2ccc3c(c2)OCO3)CC1)Nc1ccc2c(c1)OCCO2	-14%	-1%	.	-1%	1%	-11%	3%	-7%	14%
39	Cc1cc(C(=O)CSc2nnc3c(Cl)cc(Cl)cn23)c(C)n1C	-10%	-5%	-3	-14%	2%	-18%	-3%	-2%	1%
40	COCCn1c(=O)c2ccccc2c2ccccc2c1=O	2%	-8%	7	8%	-4%	-9%	-6%	9%	-5%
41	COc1ccc(CCNC(=O)c2cc(C(=O)c3cc(C)ccc3O)cn(CCc3ccc(OC)cc3)c2=O)cc1	-21%	-12%	-1	0%	-3%	-5%	-4%	-15%	115%[activator]
42	CCNc1nc(NC(C)C)nc(Oc2ccc(OCCOc3ccccc3)nn2)n1	-6%	-12%	1	-2%	-3%	-10%	.	3%	8%
43	C=CCc1c(C)nc2ccc(C(=O)OCC)cc2c1Cl	-20%	-12%	-10	2%	-6%	5%	0%	20%	61%[activator]
44	COc1ccc(NC(=S)NCCNC(C)=O)cc1	-10%	-4%	9	5%	-4%	-3%	-8%	48%	?
45	CCOC(=O)C1CCCN(C(=O)Cn2ncc3c(C)n(Cc4ccccc4Cl)c(C)c3c2=O)C1 (stereo not drawn)	-15%	4%	-8	.	-3%	-17%	7%	0%	19%
46	CCOc1ccc(NC(=O)C2CCN(S(=O)(=O)c3cc(-c4noc(C)n4)ccc3C)CC2)cc1	-4%	-20%	-2	.	-9%	-6%[60.1 µM]	-4%	-28%	-2%
47	CCCN(CC1CC1)C(=O)COC(=O)c1ccc(CNS(=O)(=O)c2ccc(F)c(Cl)c2)cc1	-13%	10%	-3	17%	-18%	-15%	-10%	19%	5%
48	CCC1(C)Cc2nc3[nH]c(=S)n(-c4ccccc4)c(=O)c3cc2CO1 (stereo not drawn)	-8%	3%	-23	-2%	0%	-13%	5%	-10%	33%[activator]
49	COC(=O)C1(C(=O)OC)C(C(=O)c2ccccc2)C1c1ccccc1 (stereo not drawn)	-7%	.	0	.	.	-21%	-1%	.	4%
50	COC(=O)COc1ccc(C2NC(=O)NC(c3ccccc3)=C2C(C)=O)cc1Br (stereo not drawn)	-14%	-20%	1	51%[activator]	-4%	2%	3%	3%	32%[activator]

Later entries:
nr	mol	POLH inh	Apoferritin bind	RXFP1 antagonist	APE1 inh	BLM helicase inh	POLK inh	PGK inhibitor	Pol beta inh	POLI inh
51	COc1ccc(C(=O)CN2CCN(S(=O)(=O)c3cccc([N+](=O)[O-])c3)CC2)cc1OC	-6%	-5%	2	8%	-10%	-6%[60.1 µM]	-8%	5%	24%
52	COc1ccc(CCNC(=O)CCCn2c(=O)c3cccn3c3ccc(F)cc32)cc1OC	-17%	-4%	-20	.	-5%	3%	-5%	-2%	2%
53	Cc1c(S(=O)(=O)N2CCCC(C(=O)O)C2)cnn1C (stereo not drawn)	2%	2%	19	1%	-2%	-12%	-2%	18%	11%
54	O=C(C1=C(O)C(=O)N(CCN2CCOCC2)C1c1ccc(F)cc1)c1cccs1 (stereo not drawn)	-14%	-10%	-3	-17%	0%	2%	4%	-28%	20%
55	C(=NN1CCCCCC1)c1ccccc1	-15%	.	-5	.	.	-2%	i	.	-1%
56	CC1CCCCC1NC(=O)CCNS(=O)(=O)c1ccc2c(c1)CCC(=O)N2 (stereo not drawn)	-17%	-12%	4	-21%	3%	-9%	1%	18%	-8%
57	CCOc1ccccc1C(=O)NC1CC2CCCC(C1)N2C1CC1 (stereo not drawn)	3%	?	0	-1%	2%	-3%	1%	44%	13%
